Bioassay records as filed in PubChem BioAssay.
aSyn UTR inh – MLPCN primary screen, SNCA 5' untranslated region | inhibition, % (tested at 7.5 µM) | 300,000 compounds, 0.82% hits | alpha-synuclein 5'UTR reporter, inhibitor activity; in the data active = inhibition above about 60%; inconclusive = no clear call, values can overlap the other calls;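 note: H4 neuroglioblastoma cells stably carrying SNCA 5'UTR luciferase fusion; 0% = DMSO wells and 100% = positive control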
IEC-6 cytotox – counter-screen for KLF5 inhibitors: cytotoxicity in IEC-6 cells; IEC-6 cytotoxicity, luminescence viability; inhibition, % at 5 µM; 290,000 compounds, 0.78% hits; AID 1825; in the data active = inhibition above about 22%;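 note: 0% = plate median of test compound wells and 100% = cytotoxic reference compound wells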
HSF1 activator – increases HSF-1 driven luciferase reporter signal; NIH3T3-HGL HSF-1 luciferase reporter, MG132, 8 h; 100% = twice DMSO control signal; activation, % at 9 µM; 300,000 compounds, 1.7% hits;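 active = mean replicate activation of at least 50% with a set share of replicates each reaching 50%; inconclusive = only one of those two conditions met; inactive = mean below 50% and too few replicates reaching it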;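 note: 0% = median of the neutral control wells and 100% = twice that signal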
AI-2 QS mod – Vibrio harveyi AI-2 quorum sensing modulation; Vibrio harveyi JMH597 AI-2 luminescence/OD600 ratio, 9 h; hits give low values; strain lacks LuxN and CqsS sensors; 0 = neutral-control median; activity change, % at 7.5 µM; 300,000 compounds, 0.4% hits; AID 2094; in the data active = activity change below about -75%, passing the limit was not always enough; inconclusive = no clear call, values can overlap the other calls;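 note: luminescence divided by OD600 gain over 9 h not by final OD600 alone; inactives centre near 13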
GSK3beta inhib – blocks human GSK3beta kinase activity; P49841; 300,000 compounds, 0.038% hits; activity score (negative = inhibition), % at 10 µM; GST-GSK3beta kinase, ADP-Glo luminescence, 60 min; hits give low values;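 active = more than half of replicate wells score below -50%, meaning over 50% inhibition versus plate controls; inconclusive = some replicates but at most half score below -50%; inactive = no replicate scores below -50%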;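 note: 0% = median DMSO wells and -100% = median GW8510 positive control wells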
Target sequence (P49841 whole entry, looked up): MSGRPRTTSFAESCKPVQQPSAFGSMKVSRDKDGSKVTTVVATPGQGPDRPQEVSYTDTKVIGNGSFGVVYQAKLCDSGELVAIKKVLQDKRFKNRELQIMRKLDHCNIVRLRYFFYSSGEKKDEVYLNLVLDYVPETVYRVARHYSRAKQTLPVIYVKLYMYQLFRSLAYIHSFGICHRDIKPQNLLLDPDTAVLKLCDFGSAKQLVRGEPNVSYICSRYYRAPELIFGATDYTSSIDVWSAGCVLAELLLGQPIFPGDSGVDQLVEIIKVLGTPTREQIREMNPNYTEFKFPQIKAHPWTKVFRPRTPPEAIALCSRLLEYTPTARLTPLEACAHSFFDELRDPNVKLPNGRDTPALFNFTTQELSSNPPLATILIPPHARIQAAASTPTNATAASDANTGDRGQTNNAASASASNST
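Test system: GST-tagged human GSK3beta kinase, cell-free; evaluation: activity score scaled between in-plate DMSO and GW8510 controls; measured by: ADP-Glo luminescence; incubation: 60 min reaction, RT; benchmarks: DMSO and 20 µM GW8510; reagent: peptide substrate plus 25 µM ATP (final); medium: Tris/MgCl2 kinase buffer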
PolyA inhibitor – inhibitors of polyadenylation in S. cerevisiae | S. cerevisiae SKY197-pL101 polyadenylation reporter, beta-gal luminescence; efflux-impaired pdr1/pdr3 knockout yeast; score 100 = 6 SD above DMSO | calls only at 12 µM | 300,000 compounds, 0.02% hits;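 active = lowest replicate activity score at least 50, where 100 means six control SD above control mean; inconclusive = lowest score under 50 but half or more replicates reach 50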;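 note: yeast exposed to compound for 9 h at 30 °C; higher score means more reporter readthrough which indicates perturbed polyadenylation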
KLF5 inhibitor – inhibitors of KLF5 expression; DLD-1 KLF5 promoter-luciferase reporter, luminescence; inhibition, % at 5 µM; 290,000 compounds, 0.23% hits;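 active = inhibition above a per-plate limit of that plate's mean compound inhibition plus 3 SD, cut at about 60% in these data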;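 note: 0% = DMSO wells and 100% = LY294002 at 200 µM; higher means less KLF5 promoter-driven luciferase light; inactives centre near -14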
HSP90 refold inh – HSP90 refolding inhibition in rabbit reticulocyte lysate. 290,000 compounds, 0.91% hits. inhibition, % at 5.6 µM. luciferase refolding luminescence, 3 h;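 active = inhibition above the screen-wide mean plus 3 SD, computed separately per campaign, cut at about 16% in these data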;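 note: 0% = DMSO wells and 100% = 60 µM geldanamycin wells; inhibitors lower the luminescence because luciferase stays unfolded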
HSF1 inh – HSF1 inhibition | NIH3T3-HGL HSE-luciferase, MG132-induced, luminescence 8 h; hits give low values | activity change, negative = inhibition, % at 7.5 µM (by protocol) | 300,000 compounds, 0.77% hits;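 active = more than half of replicate wells show activity change below -50%, luminescence cut by over half; inconclusive = some wells, but at most half, below -50%; inactive = no replicate well below -50%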;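 note: luciferase reports HSF-1 transcriptional activity via heat shock element; 0% = median of DMSO wells and -100% = zero luminescence signal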
GSK3 alpha inh – human GSK-3 alpha kinase inhibition; ADP-Glo luminescence, 60 min; 320,000 compounds, 0.1% hits; P49840; AID 2650; inhibition, % at 10 µM;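 in the data active = inhibition above about 50%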;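 note: GST-tagged GSK-3 alpha with peptide substrate and 25 µM ATP; 0% = DMSO neutral wells and 100% = GW8510 positive control wells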
Target sequence (P49840 whole entry, looked up): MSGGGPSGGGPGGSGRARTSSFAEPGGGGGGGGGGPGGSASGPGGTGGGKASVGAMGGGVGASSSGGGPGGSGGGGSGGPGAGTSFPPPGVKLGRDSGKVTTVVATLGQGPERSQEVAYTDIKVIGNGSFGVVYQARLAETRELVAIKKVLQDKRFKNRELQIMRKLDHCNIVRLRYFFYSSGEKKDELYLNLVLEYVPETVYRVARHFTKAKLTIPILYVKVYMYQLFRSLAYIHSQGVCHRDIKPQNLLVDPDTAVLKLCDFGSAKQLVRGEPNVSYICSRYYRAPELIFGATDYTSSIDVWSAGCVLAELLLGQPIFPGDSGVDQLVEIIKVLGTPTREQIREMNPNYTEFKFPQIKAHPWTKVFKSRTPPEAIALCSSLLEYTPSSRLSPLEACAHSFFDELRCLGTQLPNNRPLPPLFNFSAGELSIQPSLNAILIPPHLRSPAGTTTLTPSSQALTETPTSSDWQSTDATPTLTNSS
Active calls of the source: *; & = joins results of further samples.

Results for COCCn1c(SCC(=O)c2ccccc2)nc2ccccc2c1=O ?
aSyn UTR inh: 19; IEC-6 cytotox: -4; AI-2 QS mod: 9; GSK3beta inhib: 0; PolyA inhibitor: inactive; KLF5 inhibitor: -13; HSP90 refold inh: 5; GSK3 alpha inh: -1

Results for CCOc1cccc2sc(NC(=O)CC)nc12 ?
aSyn UTR inh: -7; IEC-6 cytotox: -4; HSF1 activator: 1; AI-2 QS mod: -8; GSK3beta inhib: -1; PolyA inhibitor: inactive; KLF5 inhibitor: -25; HSP90 refold inh: 1; HSF1 inh: 3; GSK3 alpha inh: 6

What do the screens show for `CCCCNC(=O)CCSc1ccc(C)cc1`?
aSyn UTR inh: 30; IEC-6 cytotox: -2; HSF1 activator: 0; AI-2 QS mod: 21; GSK3beta inhib: 3; PolyA inhibitor: inactive; KLF5 inhibitor: -22; HSP90 refold inh: -6; HSF1 inh: 9; GSK3 alpha inh: -2

What do the screens show for `CCn1c(CNC(=O)c2ccc3c(c2)OCO3)nnc1SCC(=O)Nc1ccccc1F`?
aSyn UTR inh: -1; IEC-6 cytotox: -4; HSF1 activator: 27; PolyA inhibitor: inactive; KLF5 inhibitor: -15; HSP90 refold inh: 1; HSF1 inh: 5; GSK3 alpha inh: -5

How did O=C(CN1CCN(S(=O)(=O)c2ccc(Br)cc2)CC1)Nc1ccccc1C(=O)c1ccccc1 do in these assays?
aSyn UTR inh: 43; IEC-6 cytotox: 4; HSF1 activator: 13; AI-2 QS mod: 20; GSK3beta inhib: 2; PolyA inhibitor: inactive; KLF5 inhibitor: 2; HSP90 refold inh: -7; HSF1 inh: 3; GSK3 alpha inh: -1

How did CCN1/C(=C/C=C/C=C/c2sc3ccccc3[n+]2CC)Sc2ccccc21 do in these assays?
aSyn UTR inh: 126*; IEC-6 cytotox: 5; HSF1 activator: -33; AI-2 QS mod: inconclusive; GSK3beta inhib: -7; PolyA inhibitor: inactive; KLF5 inhibitor: -8; HSP90 refold inh: 4; HSF1 inh: -6; GSK3 alpha inh: -1

How did Cc1c(NC(=O)C(C)OC(=O)c2cccc([N+](=O)[O-])c2)c(=O)n(-c2ccccc2)n1C (centres undefined) do in these assays?
aSyn UTR inh: 5; IEC-6 cytotox: 2; HSF1 activator: 1; AI-2 QS mod: -1; GSK3beta inhib: 1; PolyA inhibitor: inactive; KLF5 inhibitor: -13; HSP90 refold inh: 0; HSF1 inh: 8; GSK3 alpha inh: -1

Results for Cc1c(C(=O)NCCCN2CCCC2=O)oc2ccc(S(=O)(=O)N3CCOCC3)cc12 ?
IEC-6 cytotox: -2; KLF5 inhibitor: -9; HSP90 refold inh: -1; GSK3 alpha inh: -2

How did Cc1noc(C)c1COc1cccc(C(=O)Nc2ccc(OCc3ccccc3)cc2)c1 do in these assays?
aSyn UTR inh: -36; IEC-6 cytotox: -2; HSF1 activator: 5; AI-2 QS mod: 0; GSK3beta inhib: -3; PolyA inhibitor: inactive; KLF5 inhibitor: -6; HSP90 refold inh: -1; HSF1 inh: 3; GSK3 alpha inh: 1

What do the screens show for `Cc1cc(NC(=O)C(=O)NCCN2CCN(C(=O)c3cccs3)CC2)ccc1Br`?
aSyn UTR inh: 44; IEC-6 cytotox: -3; HSF1 activator: 10; AI-2 QS mod: 6; GSK3beta inhib: -2; PolyA inhibitor: inactive; KLF5 inhibitor: -32; HSP90 refold inh: 2; HSF1 inh: 0; GSK3 alpha inh: 0

What do the screens show for `O=C(O)C/C(=C\c1cccc(NC(=O)c2ccccc2Cl)c1)c1nc2ccccc2s1`?
aSyn UTR inh: -19; IEC-6 cytotox: 2; HSF1 activator: 18; AI-2 QS mod: 36; GSK3beta inhib: 3; PolyA inhibitor: inactive; KLF5 inhibitor: -10; HSP90 refold inh: 4; HSF1 inh: 8; GSK3 alpha inh: -7

What do the screens show for `CN(C)S(=O)(=O)c1ccc(S(=O)(=O)NCc2ccc3c(c2)OCO3)cc1`?
aSyn UTR inh: 0; IEC-6 cytotox: 1; HSF1 activator: -9; AI-2 QS mod: 8; GSK3beta inhib: 1; PolyA inhibitor: inactive; KLF5 inhibitor: -10; HSP90 refold inh: 1; HSF1 inh: -2; GSK3 alpha inh: -1

How did COc1cc(N2N=C(c3ccccc3)CC2c2ccccc2)c(C=O)cc1C=O (centres undefined) do in these assays?
aSyn UTR inh: 16; IEC-6 cytotox: -9; HSF1 activator: -54; AI-2 QS mod: 3; GSK3beta inhib: -4; PolyA inhibitor: inactive; KLF5 inhibitor: 12; HSP90 refold inh: 0; HSF1 inh: -43; GSK3 alpha inh: 0

How did O=C(N/N=C\c1ccc(F)cc1)c1cc(OCC(F)(F)F)ccc1OCC(F)(F)F do in these assays?
aSyn UTR inh: 16; IEC-6 cytotox: 5; HSF1 activator: 6; AI-2 QS mod: 31; GSK3beta inhib: 3; PolyA inhibitor: inactive; KLF5 inhibitor: -2; HSP90 refold inh: 4; HSF1 inh: -5; GSK3 alpha inh: 0

Results for CCn1c(O)c(/C=N/N=C/c2ccccc2)c2ccc(C3=NNC(=O)CC3)cc21 ?
aSyn UTR inh: 21; IEC-6 cytotox: -4; HSF1 activator: 0; AI-2 QS mod: 16; GSK3beta inhib: 2; PolyA inhibitor: inactive; KLF5 inhibitor: -8; HSP90 refold inh: -3; HSF1 inh: -7

How did Cc1ccn2c(CN(C)CCn3nc(C)cc3C)c(C(=O)N3CCCCCC3)nc2c1 do in these assays?
aSyn UTR inh: -14; IEC-6 cytotox: 2; HSF1 activator: -12; AI-2 QS mod: 3; GSK3beta inhib: 0; PolyA inhibitor: inactive; KLF5 inhibitor: -20; HSP90 refold inh: -2; HSF1 inh: -2; GSK3 alpha inh: -1

How did Oc1c(C=C2N=c3ccccc3=N2)sc(=S)n1-c1ccc(F)cc1 do in these assays?
aSyn UTR inh: -4&-65; IEC-6 cytotox: 3&5; HSF1 activator: 22&27; AI-2 QS mod: 26&32; GSK3beta inhib: 0&-4; PolyA inhibitor: inactive; KLF5 inhibitor: -4&-31; HSP90 refold inh: 5&-9; HSF1 inh: 24&2; GSK3 alpha inh: -2&0

Results for COc1ccc(CCNc2nc(N3CCCCC3)nc(N3CCCCC3)n2)cc1OC ?
aSyn UTR inh: 6; IEC-6 cytotox: -3; HSF1 activator: 26; AI-2 QS mod: 1; GSK3beta inhib: -2; PolyA inhibitor: inactive; KLF5 inhibitor: 16; HSP90 refold inh: -2; HSF1 inh: 3; GSK3 alpha inh: 1

How did CC(C)C1OC2c3cccc4cccc(c34)C2N1c1ccccc1 (centres undefined) do in these assays?
aSyn UTR inh: 12; IEC-6 cytotox: 3; HSF1 activator: 3; AI-2 QS mod: 14; GSK3beta inhib: 3; PolyA inhibitor: inactive; KLF5 inhibitor: -8; HSP90 refold inh: 1; HSF1 inh: -6; GSK3 alpha inh: 4

How did CC(C)C[C@H](NC(=O)[C@H](Cc1ccccc1)n1c(=O)[nH]c2ccccc2c1=O)C(=O)N1CCC(C(=O)O)CC1 do in these assays?
aSyn UTR inh: -14; IEC-6 cytotox: -2; HSF1 activator: -10; AI-2 QS mod: 14; GSK3beta inhib: 1; PolyA inhibitor: inactive; KLF5 inhibitor: -30; HSP90 refold inh: -1; HSF1 inh: 2; GSK3 alpha inh: -3

How did Cc1nn(Cc2ccccc2Cl)c(C)c1NC(=O)CCCn1nc(C)c([N+](=O)[O-])c1C do in these assays?
aSyn UTR inh: 47; IEC-6 cytotox: -1; HSF1 activator: -4; AI-2 QS mod: 13; GSK3beta inhib: 2; PolyA inhibitor: inactive; KLF5 inhibitor: -14; HSP90 refold inh: 2; HSF1 inh: 7; GSK3 alpha inh: -1

How did Cc1cc(C)c2[nH]c(=O)c(CN(Cc3cccnc3)C(=S)NCCCN(C)C)cc2c1 do in these assays?
aSyn UTR inh: -1; IEC-6 cytotox: 2; HSF1 activator: -9; AI-2 QS mod: 14; GSK3beta inhib: 2; PolyA inhibitor: inactive; KLF5 inhibitor: -5; HSP90 refold inh: -1; HSF1 inh: 0; GSK3 alpha inh: -1

How did CCOC(=O)Cn1c(=N)n(CCOc2ccc3ccccc3c2)c2ccccc21 do in these assays?
aSyn UTR inh: 25; IEC-6 cytotox: 1; HSF1 activator: -9; AI-2 QS mod: 23; GSK3beta inhib: -2; PolyA inhibitor: inactive; KLF5 inhibitor: -1; HSP90 refold inh: 9; HSF1 inh: 5; GSK3 alpha inh: 3

How did CCC1=C2CC[C@H]3C(=O)N(CC)C(=O)[C@H]3[C@H]2[C@@]2(Cc3ccccc3)C(=O)N(Cc3ccccc3)C(=O)N2C1=O do in these assays?
aSyn UTR inh: 21; HSF1 activator: -14; AI-2 QS mod: -2; GSK3beta inhib: -2; PolyA inhibitor: inactive; HSF1 inh: -2; GSK3 alpha inh: -1

Results for CCOC(=O)CSc1nc(N)c2c3c(sc2n1)CCCC3 ?
aSyn UTR inh: -37; IEC-6 cytotox: -1; HSF1 activator: 17; AI-2 QS mod: 19; GSK3beta inhib: 1; PolyA inhibitor: inactive; KLF5 inhibitor: -17; HSP90 refold inh: -3; HSF1 inh: 14; GSK3 alpha inh: 0

Results for Cc1ccc(NS(=O)(=O)c2c(C)[nH]c(=O)[nH]c2=O)c(Br)c1 ?
aSyn UTR inh: -4; IEC-6 cytotox: -3; HSF1 activator: -1; AI-2 QS mod: 2; GSK3beta inhib: 0; PolyA inhibitor: inactive; KLF5 inhibitor: -19; HSP90 refold inh: 2; HSF1 inh: -1; GSK3 alpha inh: -4

How did COc1ccc(S(=O)(=O)N2CCC(C(=O)NCc3cccs3)CC2)cc1 do in these assays?
aSyn UTR inh: -24; IEC-6 cytotox: 0; HSF1 activator: 10; AI-2 QS mod: 3; GSK3beta inhib: 6; PolyA inhibitor: inactive; KLF5 inhibitor: -29; HSP90 refold inh: 3; HSF1 inh: -1; GSK3 alpha inh: 2

Results for CC1CCCN(C(=O)C(=O)Nc2ccc3nc4n(c(=O)c3c2)CCCCC4)C1 (centres undefined) ?
aSyn UTR inh: 9; IEC-6 cytotox: 4; HSF1 activator: -1; AI-2 QS mod: 42; GSK3beta inhib: 3; PolyA inhibitor: inactive; KLF5 inhibitor: -33; HSP90 refold inh: 5; HSF1 inh: -5; GSK3 alpha inh: -5

What do the screens show for `CCc1c(O)nc(SCC(=O)Nc2ccc(C)cc2)n(C2CCCCC2)c1=O`?
aSyn UTR inh: -5; IEC-6 cytotox: -2; HSF1 activator: -7; AI-2 QS mod: 18; GSK3beta inhib: 1; PolyA inhibitor: inactive; KLF5 inhibitor: 2; HSP90 refold inh: -4; HSF1 inh: -6; GSK3 alpha inh: -1

The list is partial, so the mix of outcomes need not match the whole.
